Source: PubChem BioAssay
PLCg1 inh: inhibitors of human phospholipase C gamma1 | purified PLC-gamma1, fluorogenic substrate, fluorescence | P19174 | 0.84% of 370,000 active | inhibition, % at 12.2 µM; in the data active = inhibition above about 9.5%
proKLK7 act: proKLK7 (human) activation, primary screen. activation, % at 7 µM. purified proKLK7, EDANS-DABCYL substrate fluorescence; 100% is mature enzyme control, 0% vehicle. 0.9% of 370,000 active. P49862;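 active = activation above the mean of all tested compounds plus 3 SD, computed per campaign excluding outliers beyond control limits, cut at about 13% in these data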
ADAM17 inh: ADAM17 inhibition, QFRET primary screen. 0.83% of 370,000 active. AID 720648. inhibition, % at 6.95 µM. P78536. recombinant ADAM17, EDANS/DABCYL FRET peptide cleavage;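 active = inhibition above the mean of compounds lying between control limits plus 3 SD, set per campaign, cut at about 8.5% in these data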;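 also: 0% = DMSO-only wells as the low control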
Target sequence (P78536 215-824 limits assumed): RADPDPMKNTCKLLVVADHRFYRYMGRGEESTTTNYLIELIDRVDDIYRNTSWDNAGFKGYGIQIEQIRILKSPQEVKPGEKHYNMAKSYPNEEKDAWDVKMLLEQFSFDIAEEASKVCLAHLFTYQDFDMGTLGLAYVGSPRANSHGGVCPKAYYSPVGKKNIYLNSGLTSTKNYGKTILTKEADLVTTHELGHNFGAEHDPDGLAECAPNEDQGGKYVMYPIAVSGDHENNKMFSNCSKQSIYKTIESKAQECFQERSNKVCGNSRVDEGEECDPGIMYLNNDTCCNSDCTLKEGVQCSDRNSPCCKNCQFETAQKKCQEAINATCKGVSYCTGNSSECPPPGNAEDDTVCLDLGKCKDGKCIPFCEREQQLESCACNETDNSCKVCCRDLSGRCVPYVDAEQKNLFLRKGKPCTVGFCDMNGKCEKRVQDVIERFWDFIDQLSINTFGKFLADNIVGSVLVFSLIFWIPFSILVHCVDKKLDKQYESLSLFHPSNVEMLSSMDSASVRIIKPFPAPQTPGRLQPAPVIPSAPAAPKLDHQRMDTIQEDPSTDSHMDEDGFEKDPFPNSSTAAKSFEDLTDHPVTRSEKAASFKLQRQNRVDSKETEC
ASAP1 GAP inh: ASAP1 ArfGAP inhibition. Q9ULH1. ASAP1-stimulated ARF1 GTP hydrolysis, GDP FP detection. inhibition, % at 16.5 µM. 0.19% of 360,000 active; in the data active = inhibition above about 25%;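 also: 0% = vehicle with enzyme and substrate and 100% = no enzyme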
TDP2 inh: blocks human TDP2 phosphodiesterase activity; AID 720702; recombinant TDP2, T5PNP hydrolysis, p-nitrophenol absorbance 415 nm; inhibition, % at 12.8 µM; 0.34% of 370,000 active; O95551;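 active = inhibition above the mean of all tested compounds plus 3 SD, set per campaign, cut at about 25% in these data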;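 also: 0% = DMSO with enzyme and 100% = buffer with substrate but no TDP2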
Target sequence (O95551 whole entry, looked up): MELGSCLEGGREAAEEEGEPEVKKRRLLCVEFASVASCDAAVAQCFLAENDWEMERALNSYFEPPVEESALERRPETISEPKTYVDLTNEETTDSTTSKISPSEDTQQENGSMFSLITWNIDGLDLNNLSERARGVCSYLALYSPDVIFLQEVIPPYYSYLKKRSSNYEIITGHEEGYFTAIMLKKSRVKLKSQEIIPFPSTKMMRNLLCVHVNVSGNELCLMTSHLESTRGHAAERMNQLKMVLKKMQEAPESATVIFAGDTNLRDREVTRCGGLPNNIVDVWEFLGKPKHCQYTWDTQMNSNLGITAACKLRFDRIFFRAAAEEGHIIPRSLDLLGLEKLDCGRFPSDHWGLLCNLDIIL
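System: recombinant human TDP2 / Amount: 120 nM TDP2 per well / Also added: 5 mM T5PNP chromogenic substrate / Doses: 12.8 µM single point, 1% DMSO / Incubation: 2 h at 37 °C / Detection: p-Nitrophenol epi absorbance / Evaluation: % inhibition relative to enzyme-containing and enzyme-free wells / Repeats: singlicate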
Tn6 DDE FP: DD(E)-Tn6 binding inhibition, primary FP screen. P02675. Fibrin DD(E) TRITC-Tn6 fluorescence polarization displacement. inhibition, % at 8.3 µM. 0.21% of 370,000 active. AID 720509;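 active = inhibition above a per-campaign cutoff: mean of compounds within control limits plus 3 SD, cut at about 15% in these data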;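 also: 0% = median of all compound wells on the plate and 100% = blocking peptide control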
Tn7 DDE FP: disrupts Tn7 cyclic peptide binding to fibrin D-Dimer-E complex; inhibition, % at 8.3 µM; AID 720508; P02675; 0.13% of 370,000 active; FP displacement of FITC-Tn7 peptide from fibrin DD(E); 0% = median of compound wells per plate;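 active = inhibition above the mean of compounds falling within the control limits plus 3 SD of them, cut at about 14% in these data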;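 also: 0% = plate median of compound wells and 100% = 10 µM Aha-Tn7 peptide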
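Test system – human fibrin DD(E) · Times – 10 min preincubation, 3 h with tracer, room temperature · Detection – fluorescence polarization of the labelled Tn7 tracer · Measure – percent inhibition normalized to high-control wells · Benchmarks – high control wells with 10 µM unlabelled Aha-Tn7 peptide (full inhibition) · Repeats – singlicate testing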
ADAM10 inh: inhibits human ADAM10; 0.62% of 370,000 active; recombinant ADAM10, EDANS/DABCYL FRET peptide cleavage, 3 h; inhibition, % at 7 µM; O14672; AID 720582;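 active = inhibition above a per-campaign cutoff equal to the mean of compounds falling between control-based bounds plus 3 SD, cut at about 20% in these data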;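 also: 0% = DMSO wells while the 100% control is not disclosed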
LEDGF integ inh: blocks HIV-1 LEDGF/p75-dependent DNA integration | TR-FRET IN-LEDGF/p75 DNA integration, Eu/Cy5 | inhibition, % at 3.7 µM | 0.64% of 370,000 active | AID 743269;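 active = inhibition above the screen-wide mean plus 3 SD, cut at about 13% in these data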;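 also: signal is the Cy5 over europium emission ratio at 671 and 618 nm; 0% = plate median of compound wells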
ARFGAP1 inhibitor: inhibitors of rat ARFGAP1. Q62848. inhibition, % at 16.5 µM. 0.26% of 360,000 active. Arfgap1-stimulated ARF1 GTP hydrolysis, GDP FP detection. AID 651572;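 active = inhibition above a per-plate limit, mean inhibition of low control wells plus 3 SD, cut at about 25% in these data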;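 also: 0% = DMSO wells with enzyme and 100% = wells lacking Arfgap1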
Target sequence (Q62848 1-136 limits assumed): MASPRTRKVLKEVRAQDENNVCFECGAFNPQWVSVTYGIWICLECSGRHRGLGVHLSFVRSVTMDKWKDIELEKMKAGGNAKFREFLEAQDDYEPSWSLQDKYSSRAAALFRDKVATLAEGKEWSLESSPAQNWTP
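System: truncated rat Arfgap1 GAP domain / Benchmarks: high control wells lacking Arfgap1, low control full reaction with DMSO / Times: compound-enzyme preincubation 20 min, reaction 120 min, detection 60 min, 25 °C / Repeats: one replicate per compound / Also added: human ARF1(Δ1-17)-GTP substrate / Measured by: Tracer-displacement fluorescence polarization with EDTA stop, 620/688 nm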
* hit, by the source's call; . = not tested or not shown.

SMILES	PLCg1 inh	proKLK7 act	ADAM17 inh	ASAP1 GAP inh	TDP2 inh	Tn6 DDE FP	Tn7 DDE FP	ADAM10 inh	LEDGF integ inh	ARFGAP1 inhibitor
BrC(=C\c1ccccc1)/C=N/Nc1nc(N2CCOCC2)nc(N2CCOCC2)n1	2	0.1	1	-9	-11	0	-5	-4	-3	2
C=CCn1c(CCC(O)COCCCCC)n[nH]c1=S (centres undefined)	8	-0.6	0	5	-6	2	-4	12	3	4
Cc1csc(NC(=O)c2cc[n+]([O-])cc2)n1	2	-0.5	1	-17	1	-5	3	0	3	0
COc1ccc2oc(C(=O)NCC(Cc3ccccc3)N(C)C)c(C)c2c1 (centres undefined)	-24	1.9	-20	2	-4	5	0	-83	1	-3
COc1ccc(C(=O)NNS(=O)(=O)c2ccccc2)cc1	-1	-0.2	-2	-5	-3	2	2	-2	-1	2
Cc1cc2ccccc2n1CCNC(=O)c1cccs1	-19	0.1	0	-1	-6	14	2	-18	-1	4
CCOC(=O)c1nnc(-c2ccccc2)nc1NCc1ccc(Cl)cc1	3	0.1	3	6	-13	4	-9	9	4	9
CN1OC[C@@H]2CN(S(=O)(=O)c3ccccc3)[C@H](c3ccccc3Br)C[C@@H]21	5	0.1	1	6	-4	-2	-6	5	1	-4
COc1ccc(-c2cc(C(=O)NN=Cc3ccc(-c4ccccc4)cc3)[nH]n2)cc1	-3	0.9	3	.	6	-2	2	1	1	.
N#CC1=C(N)Oc2cc(N)ccc2C1c1cccc(F)c1 (centres undefined)	-75	0.8	-4	3	3	1	3	7	15*	4
COCC(=O)N[C@H]1C=C[C@@H](CC(=O)NCc2ccccc2OC)O[C@@H]1CO	2	0.5	-2	0	3	-1	9	-3	1	-12
CC12CCC(C(=O)N(CSC(=S)N/N=C\c3ccccc3Cl)C1=O)C2(C)C (centres undefined)	2	0.0	-4	-1	8	4	1	1	1	1
Cc1cccc(NC(=O)c2ccccc2OCC(=O)c2ccccc2)c1	4	0.4	1	13	-7	-1	-11	1	1	8
CCOc1ccc(NC(=S)Nc2ccc(OC(F)(F)F)cc2)cc1	-1	-0.2	6	4	-6	-3	0	2	-4	11
CC(C)CNC(=O)COC(=O)c1cncc(Br)c1	-1	-0.1	-6	2	5	-2	5	-3	-3	-16
O=C(O)C1=CC[C@@H](c2ccc(Cl)cc2)N(S(=O)(=O)c2ccc(Cl)cc2)[C@H]1c1cccc(Cl)c1	-4	0.7	-5	1	8	5	-2	2	-3	-12
CC(O)CNCCOc1cccc(Oc2ccccc2)c1 (centres undefined)	2	0.0	2	4	-10	-3	-4	1	3	-4
COc1ccc(CCNc2ccc(C(CC(N)=O)NC(=O)Cc3ccc(Br)cc3)cc2[N+](=O)[O-])cc1 (centres undefined)	2	0.2	-5	7	4	-2	-4	3	-1	7
C[C@H](NC(=O)c1ccco1)C(=O)NCc1cccs1	-2	-0.2	-1	-9	0	2	0	-5	1	7
COc1ccc(-n2c(SCC(=O)Nc3cccc(S(N)(=O)=O)c3)nc3ccccc3c2=O)cc1OC	1	-0.3	1	-8	-3	0	-5	3	0	0
Cc1ccc(Cl)cc1NC(=O)COc1ccccc1	-1	-0.5	-1	-3	15	1	0	-10	-1	0
COC(=O)N/N=C1/C/C(=N\NC(=O)OC)c2ccccc21	8	-0.2	-1	13	50*	4	4	-4	32*	-3
CCn1c(SCC(=O)Nc2ccc3c(c2)OCCO3)nnc1-c1ccccn1	-2	-0.2	-6	6	9	-3	5	2	-3	-4
CC1(C)Cc2c(sc3c2C(=O)N(c2ccccc2)C2=NCCN23)CS1	-24	1.1	-70	-6	4	-5	2	-236	2	-4
COc1ccc(-c2noc(CN(C)C(=O)CCCN3C(=O)[C@H]4CC=CC[C@H]4C3=O)n2)cc1	0	-0.1	-5	10	-6	0	-2	-9	-1	2
Next entries follow.
SMILES	PLCg1 inh	proKLK7 act	ADAM17 inh	ASAP1 GAP inh	TDP2 inh	Tn6 DDE FP	Tn7 DDE FP	ADAM10 inh	LEDGF integ inh	ARFGAP1 inhibitor
Clc1ccc(-c2nnc(NCc3ccccc3)c3ccccc23)cc1	-1	0.9	-3	1	2	1	-3	1	-2	0
CCOC(=O)C1=C(C)NC(=O)NC1c1cccs1 (centres undefined)	3	-0.5	-3	-5	-3	5	3	5	-5	-10
Cc1cc(C)cc(C(=O)N2CCCCC2)c1	3	-0.2	1	12	-15	3	-4	0	6	-2
NS(=O)(=O)c1ccc(NC(=O)c2ccc(S(=O)(=O)N3CCOCC3)o2)cc1	-2	0.7	0	-5	14	2	-7	-1	2	4
c1cn2cc(-c3ccc4c(c3)OCO4)nc2s1	0	0.2	-3	-8	-6	4	0	-5	-4	15
Nc1nonc1-n1nnc(C(=O)N/N=C/c2ccccc2)c1CN1CCc2ccccc21	-1	-0.6	4	16	-9	-3	2	0	-1	13
O=C(c1ccc2c(c1)OCO2)N(c1ccc(Cl)cc1)C1C=CS(=O)(=O)C1 (centres undefined)	0	0.0	-5	-8	-6	-4	-1	2	-5	7
O=C(O)CCN1C(=O)C2C3CC(C2C1=O)C1C(c2ccccc2)c2sc(=O)n(-c4ccccc4)c2SC31 (centres undefined)	3	-0.3	-1	4	-8	3	-6	-3	-2	0
COc1ccc(C(=O)Nc2cccc(NC(=O)c3cccs3)c2)cc1OC	4	35*	1	7	-13	2	-7	11	4	1
CCCCCCCCN1C(=O)[C@@H](CC(=O)N2CCSCC2)C[C@@]2(C(=O)OC)C1=C[C@H](C1CCCC1)O[C@@H]2C	-3	0.6	0	2	-4	8	7	-2	-3	8
Cc1ccc(C(=O)NC(=S)NNC(=O)c2ccc([N+](=O)[O-])cc2)cc1	-28	-0.2	-3	-3	-3	-6	0	-3	-5	-1
CS(=O)(=O)N(CC(=O)NCc1ccncc1)c1cc(Cl)ccc1Cl	-3	-0.6	-4	-1	3	9	-1	-7	1	1
CCC(=O)Nc1ccc(C(=O)NNC(=O)COc2cc(C)ccc2C)cc1	7	0.7	2	-10	-12	-4	8	6	3	12
O=S(=O)(NCc1ccc2c(c1)OCO2)c1ccc(F)c(F)c1	3	-0.3	0	-13	10	-2	-3	5	-2	-15
CCN(CC)C(=O)Cn1cnc2ccccc2c1=O	1	0.0	-2	10	9	2	-1	7	-2	7
CCOc1ccc(-c2nnc(SCC(=O)N3CCN(c4ccccc4)CC3)o2)cc1	-1	0.6	0	-3	1	1	6	-6	0	9
O=C(c1ccc(-c2ccc([N+](=O)[O-])cc2)o1)N1CCCC(C(F)(F)F)C1 (centres undefined)	-51	-0.4	0	-8	3	4	-9	2	2	1
CCCCCN(C(=O)CCC(=O)OCC(=O)N(C)Cc1ccc(C)cc1)c1c(N)n(CCCC)c(=O)[nH]c1=O	3	-1.0	-6	5	-13	-9	0	3	1	-2
COc1ccccc1CNC(=O)CCNS(=O)(=O)c1ccc2c(c1)oc(=O)n2C	-11	0.6	-2	12	2	-8	6	-9	1	-7
CCOc1ccc2nc(NC(=O)C3CCCO3)sc2c1 (centres undefined)	1	-0.1	-2	3	15	6	-2	5	1	-3
CCOC(=O)c1c(C)[nH]c(C)c1S(=O)(=O)N1CCN(c2cccc(C)c2)C(C)C1 (centres undefined)	-3	-0.1	9.1*	11	-14	4	5	20*	-3	18
O=C(c1ccc2c(=O)n(-c3ccccc3)c(=O)[nH]c2c1)N1CCCCC1	-5	-14	-12	-3	6	1	-1	-36	-1	1
COc1cc(C2NC(=O)NC(O)(C(F)(F)F)C2C(=O)c2cccs2)ccc1O (centres undefined)	7	-0.3	3	14	-8	4	4	7	1	0
COc1ccc(N(C(=O)Cn2nnc3ccccc32)C(C(=O)NCc2ccco2)c2cccnc2)cc1 (centres undefined)	3	0.9	2	1	4	-2	-4	1	0	7
COC(=O)Cn1nc(-c2ccccc2)c2cc(Cl)ccc21	0	0.4	0	3	-4	1	4	5	1	-9
(continued)
SMILES	PLCg1 inh	proKLK7 act	ADAM17 inh	ASAP1 GAP inh	TDP2 inh	Tn6 DDE FP	Tn7 DDE FP	ADAM10 inh	LEDGF integ inh	ARFGAP1 inhibitor
COc1ccc(C(=O)NC(C)c2ccc(-n3ccnc3)cc2)cc1[N+](=O)[O-] (centres undefined)	2	-0.8	-1	25*	7	-3	1	6	3	-4
CCOc1cc(NS(=O)(=O)c2ccc(Cl)cc2)c(OCC)cc1NC(=O)CC(C)C	-1	0.5	-2	-2	1	5	2	-3	-1	-8
COc1ccccc1NC(=O)c1sc2ncn(Cc3cccc4ccccc34)c(=O)c2c1C	-5	-14	2	-1	-2	-3	-1	1	2	-8
CC(C)(C)c1ccc(-c2noc(CCC(N)=O)n2)cc1	-1	-0.2	-5	0	4	-10	1	-4	-3	1
CC1CCN(C(=O)Cn2c(=O)c3cccn3c3ccccc32)CC1	1	0.7	1	-2	-13	2	11	-1	-2	-8
CCOC(=O)c1c(C)[nH]c(N=Nc2cc(C(=O)O)cc(C(=O)O)c2)c1C	-1	0.4	1	-16	-22	6	2	-4	14*	-9
COCCN1CCN(Cc2cn(C)nc2-c2cccc(Cl)c2)CC1	-3	-0.1	0	-15	2	-1	-1	-5	0	4
O=C(Nc1cccc(Cl)c1)N(CCN1CCOCC1)Cc1cccc(Cl)c1	0	0.0	4	13	2	-3	3	8	-4	7
Cc1noc(C)c1C(=O)Nc1nc2ccc(F)cc2s1	-6	0.2	-2	12	-12	1	-2	-12	1	8
CS(=O)(=O)n1nc(NCc2cccs2)nc1NCc1cccs1	2	-0.5	2	0	0	2	4	2	1	2
Cc1ccc(S(=O)(=O)N2CCCc3ccccc32)cc1	-2	0.0	0	4	3	0	3	-12	-4	2
O=C(/C=C/Nc1ccc([N+](=O)[O-])cc1)c1ccc(Br)cc1	4	-1.4	7	4	-13	-6	-4	8	3	6
C=CCN(CC=C)C(=O)Nc1cc(Cl)ccc1OC	-1	0.1	-1	5	13	4	6	5	-1	-4
NNC(=S)Nc1ccc(C(F)(F)F)cc1Cl	-3	0.6	-7	-3	5	-4	4	-6	-3	1
CC(C)Sc1nc2ccc(Br)cc2[nH]1	-1	-0.6	-1	9	-6	8	2	-4	-2	8

Fetched one by one from the list above, 2 records:
SMILES	PLCg1 inh	proKLK7 act	ADAM17 inh	ASAP1 GAP inh	TDP2 inh	Tn6 DDE FP	Tn7 DDE FP	ADAM10 inh	LEDGF integ inh	ARFGAP1 inhibitor
O=C(O)C1=CC[C@@H](c2ccc(Cl)cc2)N(S(=O)(=O)c2ccc(Cl)cc2)[C@H]1c1cccc(Cl)c1	-4	0.7	-5	1	8	5	-2	2	-3	-12
CCn1c(SCC(=O)Nc2ccc3c(c2)OCCO3)nnc1-c1ccccn1	-2	-0.2	-6	6	9	-3	5	2	-3	-4
